PI5P4K alpha inh = qHTS for Inhibitors of phosphatidylinositol 5-phosphate 4-kinase (PI5P4K) | Phosphatidylinositol 5-phosphate 4-kinase type-2 alpha (Homo sapiens), P48426 | max response, % | hit rate 1.2% among 330,000 | PI5P4Kalpha enzyme, ADP-Glo luminescence, 60 min; active compounds read low; active = max response of -50% or lower; inconclusive = between -30% and -50%; inactive = -30% or higher; also: value at the top dose of about 77 µM; % is scaled to controls: 0 for no effect and ±100 for the full control effect
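Compounds were pin-transferred onto PI5P4Kalpha and substrate in HEPES pH 7.4 buffer with EGTA, CHAPS and 5% DMSO. ATP (5 microM final) started the reaction, which ran 60 minutes at room temperature before ADP-Glo detection.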
WRN inhibitor = qHTS for Inhibitors of WRN Helicase | AID 651768, 2012 | WRN helicase unwinding, fluorescent forked duplex, kinetic | Potency, µM (top dose mostly 114 µM), inactives show top-dose activity change, negative = inhibition, hits mostly inhibitors | hit rate 0.46% among 360,000 | Bifunctional 3'-5' exonuclease/ATP-dependent helicase WRN (Homo sapiens), Q14191; also: potency is read from the fitted curve at half-maximal effect; % is scaled to controls: 0 for no effect and ±100 for the full control effect; nearly all actives have a fitted effect of over 55% in size
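Kinetic red-fluorescence monitoring (525/598 nm) tracks WRN helicase activity after 100 nM fluorophore-quencher forked duplex and 2 mM ATP are added to 20 nM enzyme pretreated 15 min at room temperature with compound.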
EPAC2 agonist = qHTS for Agonist of cAMP-regulated guanine nucleotide exchange factor 4 (EPAC2): primary screen; Rap guanine nucleotide exchange factor 4 (Homo sapiens), Q8WZA2; EPAC2 activation, biochemical qHTS; response scale: 100% = 6.5 mM cAMP response; Potency, µM (series often up to 154 µM), without a hit: top-dose activation, hits mostly activators; hit rate 0.079% among 360,000; also: potency is read from the fitted curve at half-maximal effect; nearly all actives have a fitted effect of over 50% in size
Target sequence (Q8WZA2 whole entry, looked up): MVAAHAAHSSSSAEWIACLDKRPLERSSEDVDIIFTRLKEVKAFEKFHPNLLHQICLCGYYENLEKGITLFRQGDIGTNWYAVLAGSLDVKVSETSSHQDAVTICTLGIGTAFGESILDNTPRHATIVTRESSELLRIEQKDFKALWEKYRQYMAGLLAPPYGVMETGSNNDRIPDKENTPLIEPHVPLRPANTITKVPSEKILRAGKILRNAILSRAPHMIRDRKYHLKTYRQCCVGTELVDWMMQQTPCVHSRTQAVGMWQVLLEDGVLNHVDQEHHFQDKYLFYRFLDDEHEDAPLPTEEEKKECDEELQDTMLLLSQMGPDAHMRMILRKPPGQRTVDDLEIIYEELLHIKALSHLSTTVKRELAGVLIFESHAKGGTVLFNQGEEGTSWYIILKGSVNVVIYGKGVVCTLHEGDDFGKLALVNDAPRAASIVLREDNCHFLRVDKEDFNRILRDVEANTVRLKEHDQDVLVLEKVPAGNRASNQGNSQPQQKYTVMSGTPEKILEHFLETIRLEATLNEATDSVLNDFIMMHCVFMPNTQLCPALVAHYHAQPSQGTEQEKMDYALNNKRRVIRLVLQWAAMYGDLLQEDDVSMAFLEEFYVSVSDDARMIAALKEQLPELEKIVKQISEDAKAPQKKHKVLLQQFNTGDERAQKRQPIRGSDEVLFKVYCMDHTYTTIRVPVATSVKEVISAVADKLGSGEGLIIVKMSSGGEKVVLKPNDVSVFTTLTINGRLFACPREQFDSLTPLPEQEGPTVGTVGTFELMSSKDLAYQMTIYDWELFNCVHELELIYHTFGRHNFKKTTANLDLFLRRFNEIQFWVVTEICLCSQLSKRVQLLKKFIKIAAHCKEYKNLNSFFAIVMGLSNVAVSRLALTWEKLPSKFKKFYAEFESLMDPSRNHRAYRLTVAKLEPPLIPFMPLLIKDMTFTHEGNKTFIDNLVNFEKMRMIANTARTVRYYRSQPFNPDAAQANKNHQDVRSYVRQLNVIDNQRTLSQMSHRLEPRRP
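Nucleotide exchange monitored as fluorescence drop when BODIPY-GDP leaves Rap1B. Reaction: 100 nM EPAC2, 250 nM RAP1B-BODIPY-GDP, 50 uM GDP, room temperature, kinetic read over 30 min. Activity expressed relative to 6.5 mM cAMP.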
IL-2 act = qHTS of IL-2 Activators; IL-2 activation reporter assay, cell-based qHTS; stimulated with anti-CD3/CD4/CD28 beads; in transgenic mouse T cells; activation, % (series mostly up to about 46 µM); hit rate 0.065% among 360,000; in the data active = activation above about 50%; inconclusive = mostly about 30% to 49%; also: 0% is about no effect
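Readout: EGFP and DsRed signals by fluorescent plate cytometry. Unstimulated transgenic mouse T cells received compound 60 min before antibody-bead stimulation, then incubated 18 h at 37 degrees C.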
PLK1 PBD inh = qHTS for Inhibitors of PLK1-PDB (polo-like kinase 1 - polo-box domain): Primary Screen; Serine/threonine-protein kinase PLK1 (Homo sapiens), P53350; Potency, µM, for inactives: max response, negative = inhibition, most hits filed as inhibitors; hit rate 2.8% among 360,000; Plk1 PBD binding of FITC phosphopeptide, fluorescence polarization; AID 720504, 2013; also: potency is read from the fitted curve at half-maximal effect; series mostly up to about 57 µM; % is scaled to controls: 0 for no effect and ±100 for the full control effect; nearly all actives have a fitted effect of over 65% in size
EPAC1 antagonist = qHTS for Antagonist of cAMP-regulated guanine nucleotide exchange factor 3 (EPAC1): primary screen. EPAC1 GEF assay, Rap1b-BODIPY-GDP exchange fluorescence. Potency, µM (highest dose often 115 µM), for the others: at the highest dose activity change, negative = inhibition, most hits filed as inhibitors. hit rate 0.14% among 360,000;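 also: potency is read from the fitted curve at half-maximal effect; plate controls were vehicle for no effect and positive control for full effect; nearly all actives have a fitted effect of over 50% in size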
CCT chaperon mod = High-Throughput Screening for Modulators of Cytosolic Chaperonin Activity | activity change, % (concentration not given with the values), hits read low | purified chaperonin ATPase assay, HTRF ADP detection, 30 min | hit rate 0.3% among 360,000 | AID 651819, 2012; in the data active = activity change below about -30%; also: % is scaled to controls: 0 for no effect and ±100 for the full control effect
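Nucleotide hydrolysis assay: TRiC at 20–40 nM final (set by batch activity) with 10 uM ATP, 30 min at 37 °C, in presence of 76 uM compound. Detection by competitive ADP HTRF, 30 min ambient.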
EPAC1 agonist = qHTS for Agonist of cAMP-regulated guanine nucleotide exchange factor 3 (EPAC1): primary screen | Rap guanine nucleotide exchange factor 3 (Homo sapiens), O95398 | Potency, µM (top dose mostly 154 µM), for inactives: top-dose activation, most hits filed as activators | EPAC1 agonist qHTS, biochemical assay; response scale: 100% = response to 6.5 mM cAMP | hit rate 0.073% among 360,000 | AID 720707, 2013; also: potency is read from the fitted curve at half-maximal effect; nearly all actives have a fitted effect of over 60% in size
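Read-out is the fluorescence drop as BODIPY-GDP leaves Rap1B (480 nm excitation, 540 nm emission), recorded every 5 minutes over 30 minutes. Reactions held 100 nM EPAC1, 250 nM Rap1B–BODIPY-GDP and 50 uM GDP, with 6.5 mM cAMP setting full activation.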
An asterisk follows results filed as active; ? = inconclusive; · = not tested or not shown; [ ] = another dose, or the depositor's remark. Unless noted, calls follow the shape of the dose curve; as a rule, active = well fitted curve in the direction sought with a large enough effect; inconclusive = small, poorly fitted or top-dose-only effect, or another doubt; inactive = no such curve, though single readings can be large; an effect the other way counts as inactive or inconclusive. These rows are one share of the data; count on the stated rates, not on these rows.

SMILES	PI5P4K alpha inh	WRN inhibitor	EPAC2 agonist	IL-2 act	PLK1 PBD inh	EPAC1 antagonist	CCT chaperon mod	EPAC1 agonist
COc1ccc(OCc2ccc(C(=O)NN)cc2)cc1	·	-6%	0%	-1.1	-11%	2%	0.0	0%
O=C(Cc1cn2ccsc2n1)Nc1nc2c(s1)CCCC2	-1	0%	19%	0.2	-1%	14%	-1.7	-8%
O=C1NC(c2ccccc2)Cc2ccncc21 (stereo unspecified)	-5	-22%	-1%	-0.5	-2%	-6%	-0.4	-1%
Cc1cc(OCCCC(=O)NC2=NCCS2)ccc1Cl	4	-6%	-9%	-1.0	-13%	-2%	0.0	-6%
CCc1noc(C)c1C(=O)N1CCCC(N2CCN(c3cccc(Cl)c3)CC2)C1 (stereo unspecified)	-2	7%	-1%	-3.6	-29%	-3%	1.1	-12%
CCN(CC)Cc1cc(Oc2ccc(O)c(CN(CC)CC)c2)ccc1O	-1	-2%	5%	-0.5	-9%	-3%	-1.1	14%
O=c1c2sccc2nc(SCc2cc(=O)n3ccccc3n2)n1-c1ccc(Br)cc1	6	?	5%	0.0	0%	6%	-1.9	7%
O=S(=O)(Cc1ccccc1)NCc1ccccn1	·	1%	2%	-1.3	-5%	2%	0.3	-10%
CC(=O)Nc1ccc(S(=O)(=O)Nc2ccccc2C(=O)N2CCOCC2)cc1	-2	-18%	3%	-2.7	-4%	1%	1.8	5%
CC(NC(=O)C1CCN(S(=O)(=O)c2cccc3cccnc23)CC1)c1ccccc1 (stereo unspecified)	2	4%[57.1 µM]	-6%	-2.1	-5%	20%	0.4	-2%
CCCCCCCCN1C(=O)[C@H](CC(=O)NCc2ccc(OC)c(OC)c2)C[C@@]2(C(=O)OC)CC(C)(C)CC=C12	0	-9%	-15%	-0.8	-2%	-24%	·	-28%
O=C(CSCc1ccccc1)Nc1ccccc1C(=O)Nc1ccc(C(=O)O)cc1	-1	-12%	-6%	3.9	-11%	1%	1.0	-3%
O=C(Nc1ccccc1)C1CC2CCCC(C1)C2=O (stereo unspecified)	·	-2%	7%	0.8	-2%	3%	-5.1	5%
O=C(CSS(=O)(=O)O)N1CCN(C(=O)c2ccoc2)CC1	0	1%	0%	1.4	?	-12%	-0.3	10%
CNC(=S)N1CCC(C(=O)c2ccc(Cl)cc2)CC1	2	-4%	5%	-0.5	1%	4%	1.3	-13%
CC(/C=N/N1CCN(c2ccccc2)CC1)=C\c1ccccc1	·	1%	-5%	2.5	-5%	2%	-0.3	-1%
O=C(NCC(c1ccco1)N1CCN(c2ccc(F)cc2)CC1)c1ccco1 (stereo unspecified)	3	6%	0%	-0.9	-8%	-12%	-19	3%
COC(=O)CSc1nnc(NC(=O)/C=C\c2ccc3c(c2)OCO3)s1	-12	0%	7%	-1.4	-6%	-3%	-12	7%
NC(=O)C1=C[C@H](c2coc3ccccc3c2=O)C[C@H](OCc2ccc(CO)cc2)O1	2	5%	10%	-0.4	-15%	7%	-0.2	6%
N#C/C(=C\c1ccccc1OCC(=O)O)c1nc2ccccc2[nH]1	-14	-3%[57.1 µM]	0%	-3.6	0%	-15%	-3.7	-4%
O=C(Nc1ccccc1N1CCCCC1)c1ccc(F)c(S(=O)(=O)N2CCOCC2)c1	15	2%	5%	-5.1	2%	-13%	0.2	2%
CCN(CC)C1CCN(c2nc3nonc3nc2NCCOC)C1 (stereo unspecified)	2	0%[57.1 µM]	2%	-0.8	5%	-14%	-0.6	4%
CCCCCc1ccc(-c2cn(Cc3cccc(OC)c3)nn2)cc1	16	-14%	1%	-0.4	1%	-23%	1.3	2%
CCCN(Cc1nnc(-c2cccs2)o1)C(=O)CN1C(=O)NC2(CCC(C)CC2)C1=O (stereo unspecified)	-2	1%	2%	0.3	2%	-12%	-6.3	0%
CO/N=C/c1ccc(N2CCCC2)c([N+](=O)[O-])c1	1	-6%	18%	0.9	-13%	5%	-3.5	12%

One compound at a time, as listed above. Screens in order: PI5P4K alpha inh	WRN inhibitor	EPAC2 agonist	IL-2 act	PLK1 PBD inh	EPAC1 antagonist	CCT chaperon mod	EPAC1 agonist
`Cc1cc(OCCCC(=O)NC2=NCCS2)ccc1Cl` reads 4	-6%	-9%	-1.0	-13%	-2%	0.0	-6%
`CCCN(Cc1nnc(-c2cccs2)o1)C(=O)CN1C(=O)NC2(CCC(C)CC2)C1=O` (stereo unspecified) reads -2	1%	2%	0.3	2%	-12%	-6.3	0%
`CCc1noc(C)c1C(=O)N1CCCC(N2CCN(c3cccc(Cl)c3)CC2)C1` (stereo unspecified) reads -2	7%	-1%	-3.6	-29%	-3%	1.1	-12%
`CCCCCCCCN1C(=O)[C@H](CC(=O)NCc2ccc(OC)c(OC)c2)C[C@@]2(C(=O)OC)CC(C)(C)CC=C12` reads 0	-9%	-15%	-0.8	-2%	-24%	·	-28%

Other structures.
SMILES	PI5P4K alpha inh	WRN inhibitor	EPAC2 agonist	IL-2 act	PLK1 PBD inh	EPAC1 antagonist	CCT chaperon mod	EPAC1 agonist
Cc1ccc(NC(=S)NC(C)CCc2ccccc2)cc1C (stereo unspecified)	24	-7%	22%	-0.7	-7%	-14%	-1.4	15%
CC(=O)c1ccc(NC(=O)c2sc3nc(C)c(C)c(C)c3c2N)cc1	3	0%	5%	-0.1	0%	-7%	-3.0	10%
COc1ccc(CCNc2ncnc3nc[nH]c23)cc1OC	0	-6%	4%	-2.2	2%	25%	-0.8	3%
COc1ccc(CNC(=O)C2=CCN(S(=O)(=O)c3ccc(C)cc3)CC2)cc1	-17	-21%	2%	0.6	?	-15%	-14	1%
CC1(c2ccccc2Cl)NC(=O)N(CC(=O)NC(=O)NCc2ccco2)C1=O (stereo unspecified)	-7	-2%	4%	-3.5	-9%	-16%	-7.2	-5%
Cc1cccc(NC(=O)CN2C(=O)S/C(=C\C(=O)Nc3ccc(Cl)cc3)C2=O)c1	-14	-11%	10%	-0.4	-8%	-9%	-4.0	2%
Cc1ccc(C(=O)NCC(=O)NC23CC4CC(CC(C4)C2)C3)cc1	-1	-10%	1%	-0.4	4%	12%	-0.7	-5%
COC(=O)CSC1=C(C#N)C(c2ccc(C(C)C)cc2)CC(=O)N1 (stereo unspecified)	1	11%	-1%	-1.5	-17%	-7%	-2.0	-8%
Cc1cc(C)cc(NC(=O)N2CCCN(c3c(Cl)cncc3Cl)CC2)c1	5	-6%	2%	1.0	-4%	7%	0.9	6%
N#Cc1cc(-c2ccccc2)oc1NC(=O)c1ccccc1	-12	-6%	-3%	-1.5	-5%	-1%	1.1	-15%
Cc1ccc(C(=O)Nc2ccc3c(c2)OCCO3)c(C)c1	-6	-3%	5%	4.0	6%	-8%	0.2	3%
O=C(COC(=O)c1ccccc1)NC1CCCCCC1	6	-2%	-2%	1.0	-16%	3%	-0.3	-4%
CC(=O)Nc1cccc(/C(C)=N/NC(N)=S)c1	1	4%	-4%	-1.5	?	-1%	-1.6	-12%
O=C(c1c(F)cccc1F)N(C1CCCCC1)C1CCCCC1	1	2%	9%	-3.9	-5%	-13%	-1.3	-5%
CC(OC(=O)C(C)Oc1ccccc1)C(=O)Nc1ccc(S(=O)(=O)N2CCCCC2)cc1 (stereo unspecified)	14	-12%	9%	-0.4	-5%	-24%	-0.9	-11%
CCN1CCCC1CNC(=O)CSCc1nc(-c2ccccc2C)oc1C (stereo unspecified)	1	3%	10%	-2.3	-10%	3%	-2.9	2%
O=C(/C=C/c1cccc(Oc2ccccc2)c1)N1CCOCC1	4	-3%	-1%	-3.2	-6%	-5%	-0.7	0%
Cc1sc2ncnc(NCc3cccs3)c2c1C	-6	8%	-3%	-2.2	-4%	12%	-0.4	-7%
COc1ccc(NC(=O)N2CCCC(C(=O)NCCc3ccccc3)C2)cc1 (stereo unspecified)	-1	7%	5%	0.6	0%	15%	-2.6	12%
CN1CCN(c2ccccc2NC(=O)c2ccc([N+](=O)[O-])o2)CC1	-1	-34%	3%	-2.2	-27%	-1%	0.7	-3%
Cc1cc(N2CCCCC2)ccc1[N+](=O)[O-]	5	0%	1%	0.1	-10%	-5%	-2.8	11%
Cc1cccc(C)c1NC(=O)CN(C)C(=O)CC1OC(=O)c2ccccc21 (stereo unspecified)	-3	5%	7%	-0.4	-9%	-19%	0.5	9%
COCCNC(=O)COc1ccccc1C	1	-39%[57.1 µM]	-5%	-1.6	-10%	-14%	-5.3	-10%
O=C(c1ccc([N+](=O)[O-])cc1)N1CCN(C(=O)C2CCCCC2)CC1	0	4%	12%	-1.6	-10%	-25%	-0.3	1%
COc1cccc(-c2nn(-c3ccccc3)cc2CO)c1	1	-11%	-5%	-2.8	1%	-1%	1.1	12%

3 entries out of the list above, arranged by their value in PLK1 PBD inh, highest first:
SMILES	PI5P4K alpha inh	WRN inhibitor	EPAC2 agonist	IL-2 act	PLK1 PBD inh	EPAC1 antagonist	CCT chaperon mod	EPAC1 agonist
COc1ccc(CCNc2ncnc3nc[nH]c23)cc1OC	0	-6%	4%	-2.2	2%	25%	-0.8	3%
COc1ccc(NC(=O)N2CCCC(C(=O)NCCc3ccccc3)C2)cc1 (stereo unspecified)	-1	7%	5%	0.6	0%	15%	-2.6	12%
Cc1ccc(NC(=S)NC(C)CCc2ccccc2)cc1C (stereo unspecified)	24	-7%	22%	-0.7	-7%	-14%	-1.4	15%

Bioassay records as filed in PubChem BioAssay.
